Keap1-Nrf2 PPI: inhibitors of human Keap1-Nrf2 protein-protein interaction | Q14145 | Keap1 Kelch-Nrf2 peptide fluorescence polarization, 1536-well | inhibition, % at 9.4 µM | 340,000 tested, 0.15% active | AID 504523; in the data active means inhibition above about 12%;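 further: human Keap1 Kelch domain with fluorescein labeled Nrf2 9mer peptide probe; 0% = neutral control wells and 100% = peptide positive control; higher means more block of Keap1 binding to Nrf2 peptide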
Target sequence (Q14145 whole entry, looked up, the tested form may be a part): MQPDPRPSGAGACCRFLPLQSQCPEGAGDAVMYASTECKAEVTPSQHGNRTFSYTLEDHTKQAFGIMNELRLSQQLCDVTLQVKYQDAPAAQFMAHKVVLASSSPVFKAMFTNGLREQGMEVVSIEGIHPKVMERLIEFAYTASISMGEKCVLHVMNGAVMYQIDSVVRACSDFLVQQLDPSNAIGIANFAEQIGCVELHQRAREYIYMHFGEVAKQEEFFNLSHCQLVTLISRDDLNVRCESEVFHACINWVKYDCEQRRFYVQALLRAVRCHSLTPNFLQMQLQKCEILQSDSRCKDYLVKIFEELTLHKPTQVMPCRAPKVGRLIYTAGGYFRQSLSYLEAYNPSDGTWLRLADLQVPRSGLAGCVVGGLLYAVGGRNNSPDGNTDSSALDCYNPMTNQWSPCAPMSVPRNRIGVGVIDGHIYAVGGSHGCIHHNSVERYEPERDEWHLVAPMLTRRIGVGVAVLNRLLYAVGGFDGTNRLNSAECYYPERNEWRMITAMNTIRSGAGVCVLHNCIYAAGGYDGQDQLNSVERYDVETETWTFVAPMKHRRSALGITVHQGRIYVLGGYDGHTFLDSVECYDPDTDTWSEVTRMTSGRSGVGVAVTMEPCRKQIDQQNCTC
MOR-DOR ag: agonists of human mu-delta opioid receptor heterodimerization; 340,000 tested, 0.3% active; activation, % at 9.3 µM; AID 504326; cells, OPRM1-OPRD1 heterodimerization, luminescence; in the data active means activation above about 18%;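 further: 0% = vehicle-treated cells and 100% = reference agonist; values of inactives mirror those of a sister screen read the other way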
HTR5A ag ctr: counter-screen for OPRM1-OPRD1 agonists: human HTR5A agonism. HTR5A agonist assay, luminescence, cell-based. activation, % at 9.3 µM. 340,000 tested, 0.61% active; in the data active means activation mostly above about 9.5%, no sharp cut-off; inactive means mostly below about 7.6%;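 further: 0% = cells with vehicle only and 100% = reference agonist; strong numbers were not always called active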
Target sequence (P47898 whole entry, looked up): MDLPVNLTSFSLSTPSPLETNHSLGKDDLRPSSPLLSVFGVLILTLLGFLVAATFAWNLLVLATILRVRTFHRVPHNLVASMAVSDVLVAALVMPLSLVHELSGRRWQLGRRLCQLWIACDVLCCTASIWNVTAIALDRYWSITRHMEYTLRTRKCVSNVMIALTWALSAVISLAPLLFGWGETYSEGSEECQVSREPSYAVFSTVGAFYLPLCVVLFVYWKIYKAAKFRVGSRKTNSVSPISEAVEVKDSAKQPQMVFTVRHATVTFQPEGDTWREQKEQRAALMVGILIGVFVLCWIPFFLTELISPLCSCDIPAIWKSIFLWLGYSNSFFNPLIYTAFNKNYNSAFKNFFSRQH
LANA DNA inh: KSHV C-LANA DNA binding inhibition; MBP-C-LANA/FAM-LBS DNA binding, fluorescence polarization; inhibition, % at 9 µM; 340,000 tested, 0.078% active; AID 504423;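 active means highest replicate inhibition at or above 60% at 9 µM, even if other replicates fall short; inactive means all replicates below 60% inhibition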;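 further: 0% = neutral control wells and 100% = 4 µM acridine orange control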
MOR-DOR inv ag: inverse agonist of human OPRM1-OPRD1 heterodimerization; P35372+P41143; cell-based MOR-DOR heterodimer luminescence, inverse agonism; inhibition, % at 9.3 µM; 340,000 tested, 0.21% active; AID 504357; in the data active means inhibition above about 22%, passing the limit was not always enough;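 further: 0% = cells with DMSO and 100% = wells without cells with DMSO; values of inactives mirror those of a sister screen read the other way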
CAL PDZ FP: CAL PDZ (human) peptide binding inhibition | Q9HD26 | AID 602252 | purified CAL PDZ, TMR-peptide fluorescence polarization, 1 h | 300,000 tested, 0.92% active | inhibition, % at 24.9 µM;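 active means mean inhibition of at least 30% with at least half of replicates also reaching 30%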;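 further: 0% = DMSO neutral control and 100% = excess unlabeled competitor peptide PRC23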
Cardiac RTF inh: cardiac RTF calcium desensitization. IANBD-labeled cardiac RTF, Ca2+ fluorescence. AID 493244. P19429+P45379. inhibition, % at 7.15 µM. 340,000 tested, 0.12% active;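 active means inhibition above the mean inhibition of all tested compounds plus 3 SD, cut at about 17% in these data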;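 further: assay run at fixed EC70 calcium of 1.6 mM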
HTR5A inv ag: HTR5A inverse agonism, opioid heterodimer counter-screen; HTR5A cell line, luminescence; P47898; inhibition, % at 9.3 µM; 340,000 tested, 0.083% active; in the data active means inhibition mostly above about 23%, no sharp cut-off; inactive means mostly below about 18%;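 further: 0% = cells with DMSO and 100% = no-cell wells with DMSO; some compounds called inactive have numbers as strong as hits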
RTF Ca sens act: cardiac RTF calcium sensitization. P19429+P45379. IANBD-labeled TnC RTF fluorescence at EC20 calcium; 0% EC20 calcium, 100% full calcium. activation, % at 7.2 µM. 340,000 tested, 0.24% active;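 active means activation above the mean over all tested compounds plus 3 SD, cut at about 30% in these data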;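 further: rise in fluorescence read as greater calcium sensitivity of cardiac thin filaments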
V-ATPase pHluor: regulators of yeast V-ATPase proton transport; AID 504577; S. cerevisiae, pHLuorin cytosolic pH fluorescence; 350,000 tested, 0.37% active; response, % at 10 µM; in the data active means response mostly above about 7.3%, no sharp cut-off; inactive means mostly below about 5.4%; further: actives read high; inactives centre near 0; some compounds called inactive have numbers as strong as hits; reference of the scale not given here
An asterisk follows results filed as active; . = not tested or not shown.

SMILES	Keap1-Nrf2 PPI	MOR-DOR ag	HTR5A ag ctr	LANA DNA inh	MOR-DOR inv ag	CAL PDZ FP	Cardiac RTF inh	HTR5A inv ag	RTF Ca sens act	V-ATPase pHluor
Cc1cc(C)cc(OCC(=O)NC2CCCc3ccccc32)c1 (stereo not drawn)	-1	7.0	-1	-0.9	-47	-1	-6	-6	-3	-6
CNC(=S)c1cc(C(C)(C)C)c(O)c(C(C)(C)C)c1	-2	0.5	-1	0.3	-2	1	-9	12	-3	10
COCc1nnc(NC(=O)c2cc(C(=O)OC)cc([N+](=O)[O-])c2)s1	-1	-0.4	3	-1.6	2	0	3	7	6	0
O=C(NCc1ccco1)c1ccc(-c2ccc(Cl)cc2)o1	-1	1.1	2	-0.9	-6	1	0	-6	-1	-1
COc1ccc(C(=O)N/N=C(\CCC(=O)O)c2ccc(C(C)(C)C)cc2)cc1OC	-2	-2.1	-5	-2.8	12	-2	-14	15	4	-2
COc1cc(S(=O)(=O)Nc2c(C)cc(C)cc2C)ccc1Cl	-2	4.1	-1	-0.6	-22	1	-1	1	8	9
CCOC(=O)c1ccc(NC(=O)c2cccnc2)cc1	0	-0.3	4	2.3	1	-3	2	-14	-4	3
CC(C)CNC(C(=O)Nc1ccc([N+](=O)[O-])cc1Br)c1ccccc1 (stereo not drawn)	0	3.3	4	-2.6	-21	5	6	-5	-5	11*
CCOC(=O)C1=C(C(F)(F)F)Nc2ncnn2C1c1cccc(OC)c1OC (stereo not drawn)	3	-1.1	-3	4.4	6	1	6	9	3	0
CC(C)CN1CC(C(=O)O)CC1=O (stereo not drawn)	-1	-0.1	-1	1.9	1	1	-5	-17	1	1
NC1=NC[C@H](Cc2ccccc2)N1CC1CCCCC1	2	-2.5	14	1.8	15	2	-2	-36	-5	6
COc1cccc(CN2CC(C(=O)N3CCN(c4ccc(Cl)cc4)CC3)CCC2=O)c1 (stereo not drawn)	1	-2.4	-7	-1.7	10	.	2	18	-5	-3
Cc1ccccc1-n1c(Cn2c(=O)sc3ccccc32)nnc1SCC(=O)NCC1CCCO1 (stereo not drawn)	-2	2.0	6	2.8	-10	2	-1	-15	0	0
CNC(=O)c1nc(C)n(-c2cc(Cl)cc(Cl)c2)n1	-6	0.1	-3	-1.2	-1	-3	-8	12	-1	0
O=C1C=CC(=O)N1c1cccc(-c2ccccc2)c1	-5	-1.7	4	-0.9	9	-3	6	8	-9	32*
COc1ccccc1/C=C/C(=O)OCC(=O)NCc1ccco1	-10	-3.2	8	-0.6	17	-2	-1	5	4	3
c1ccc2nc3c(nc2c1)CCCC3	-4	-1.6	1	0.8	8	-1	-14	-4	-1	3
Cc1c(C)c2ccc(OC(C)C(=O)NCCN3CCOCC3)c(C)c2oc1=O (stereo not drawn)	0	-3.5	0	-0.3	18	.	-9	-13	0	-1
Cc1cccc(NC(=O)CSc2cc(C(=O)c3nccn3C)c3ccccc3n2)c1	-8	-1.5	1	-1.1	8	-2	-10	-8	2	-1
COCCCNC(=O)c1cccs1	-6	-1.0	-2	-3.2	6	-2	-6	-46	1	0
Cc1ccc(O)c(NC(=O)c2noc3c2CCc2ccccc2-3)c1	-2	3.4	-3	0.2	-20	3	3	7	-6	0
C/C(=N/NC(=O)CNS(=O)(=O)c1ccccc1)c1ccc(Br)cc1	-1	0.9	0	-1.8	-4	-3	-8	-1	-3	-2
CC(=O)c1c(C)[nH]c(C(=O)OCC(=O)c2c(N)n(CC(C)C)c(=O)n(C)c2=O)c1C	3	0.6	-1	0.2	-2	.	-5	-9	2	-2
N#CC1(NC(=O)CSc2nc3ccc([N+](=O)[O-])cc3s2)CCCCC1	-3	1.1	2	-0.7	-8	3	-3	-20	-4	2
Cc1nc2ccccn2c1C(=O)NNS(=O)(=O)c1ccc(Cl)cc1	-3	0.9	4	-0.9	-5	0	2	-5	4	2

Next compounds follow.
SMILES	Keap1-Nrf2 PPI	MOR-DOR ag	HTR5A ag ctr	LANA DNA inh	MOR-DOR inv ag	CAL PDZ FP	Cardiac RTF inh	HTR5A inv ag	RTF Ca sens act	V-ATPase pHluor
Oc1ccc(Nc2nc(NCC3CCCO3)c3ccccc3n2)cc1 (stereo not drawn)	-2	-0.1	14	-2.3	1	-1	9	2	-5	-2
CCC(C)(C(=O)NC1CCCC1)N(Cc1ccco1)C(=O)c1ccccn1 (stereo not drawn)	2	-1.2	-3	-0.7	6	0	-9	4	4	-9
COc1cc(/C=N/Nc2nncc3ccccc23)cc(OC)c1OC	3	-1.4	2	-1.3	6	-9	-14	-8	-2	1
O=C(O)CCCC(=O)N1CCN(c2nc(-c3ccccc3Cl)c3cc(Br)ccc3n2)CC1	-5	-2.1	0	-1.7	10	-3	-6	1	-4	-2
CCOC(=O)/C(C#N)=C/c1ccc(OCC(=O)Nc2ccccc2)c(OC)c1	-7	0.5	9	-0.8	-3	-2	6	-6	7	2
Cc1cc(=O)oc2cc(OCC(=O)N3CC[C@@]4(O)CCCC[C@H]4C3)ccc12	-2	-1.6	-1	0.0	8	-3	0	0	1	3
CCOC(=O)Cn1c(CN2CCOCC2)nc2c1c(=O)n(C)c(=O)n2C	-4	-1.3	-2	0.1	7	12	-2	9	5	0
CSc1nc2c(c(=O)[nH]1)C(c1cccc(Br)c1)CC(=O)N2 (stereo not drawn)	0	-2.8	-2	0.2	15	4	-3	7	-4	2
O=C1c2ccccc2C(=O)N1CSc1nnc(Nc2ccccc2)s1	-2	.	.	0.5	.	4	.	.	.	0
CCN(CC(=O)Nc1c(F)cccc1F)C(=O)CCNC(=O)c1ccco1	-4	-0.5	1	1.2	3	-1	3	-14	-2	1
COc1ccc(C(=O)Oc2ccc3c(C)cc(=O)oc3c2C(C)=O)cc1	-1	-1.7	-2	1.3	9	-4	2	5	3	0
Cc1ccc(/C=N/NC(=O)c2ccc(-c3ccccc3)cc2)o1	-1	-0.4	3	1.5	2	-1	-2	-9	-5	3
CC(=O)Nc1ccc2c(c1)N(C(=O)CN(C)C)c1ccccc1CC2	123*	-1.7	4	27	10	-3	1	-2	3	-2
O=C(C1CCN(CCc2ccccc2)CC1)N1CCOCC1	-4	-2.2	0	-0.3	12	.	7	-1	2	3
Cc1ccc(C(=O)OCC(=O)NCc2cccs2)s1	0	-0.6	0	1.1	4	-3	-5	11	-6	-2
CCC(=O)N1CCN(c2ccccc2NC(=S)NC(=O)c2cccc([N+](=O)[O-])c2)CC1	-2	-1.2	-4	-2.1	9	-2	7	15	4	5
O=C(CSc1ccc(-c2ccccn2)nn1)N1CCCc2ccccc21	-4	-2.2	-5	-0.3	11	4	-3	-7	3	4
CCOC(=O)c1c(C)nc(C)c(C(=O)OCC)c1-c1ccccc1	-6	2.9	5	0.9	-16	.	0	-2	0	-1
CCCCN(C(=O)c1ccc2ccccc2c1)c1c(N)n(CCCC)c(=O)[nH]c1=O	-6	-1.3	1	-1.8	5	.	1	10	-3	0
Cc1c(NC(=O)CSc2nnc(COc3ccccc3)n2-c2ccccc2)c(=O)n(-c2ccccc2)n1C	-2	0.0	0	-0.2	0	-1	-2	39	3	-5
COC(=O)c1cccc(NC(=O)c2cc3sccc3n2C)c1	-2	0.3	3	-1.0	-2	-2	-9	-11	-3	1
O=C(CSc1nc2ccccc2s1)N1N=C(c2cccs2)CC1c1ccc(F)cc1 (stereo not drawn)	0	1.7	0	-0.7	-9	-3	1	20	2	-3
Nc1cc(N)nc(SCc2ccccc2)n1	-3	-2.7	3	-0.3	14	0	-4	0	-1	-2
CCN1C(=O)C(CC(=O)Nc2ccc(OC)cc2)N(Cc2cccs2)C1=S (stereo not drawn)	0	-2.1	5	2.4	11	-1	0	21	1	-3
CC(=O)c1ccc(OCCCC(=O)N2CCN(S(=O)(=O)c3cccs3)CC2)cc1	-1	0.3	1	-1.6	-2	-5	-2	-47	-8	-4

Following part.
SMILES	Keap1-Nrf2 PPI	MOR-DOR ag	HTR5A ag ctr	LANA DNA inh	MOR-DOR inv ag	CAL PDZ FP	Cardiac RTF inh	HTR5A inv ag	RTF Ca sens act	V-ATPase pHluor
Cc1nnc(SCC(=O)c2ccccc2F)n1Cc1ccccc1	1	-2.6	4	-5.9	14	-3	0	-13	0	-1
COc1ccc(/C=N\NC(=O)C2C(=O)NCC2c2ccccc2)cc1O (stereo not drawn)	-6	-0.4	4	0.9	2	.	-5	-4	-1	0
Cc1nc(-c2ccc(S(=O)(=O)Nc3cccc(Cl)c3)cc2)co1	-5	2.6	4	-1.2	-14	-2	7	-5	-5	1
CC1CCc2[nH]c3ccc(C(=O)O)cc3c2C1 (stereo not drawn)	-4	-2.3	2	-0.8	12	-2	-4	-6	3	-3
O=[N+]([O-])c1ccccc1S(=O)(=O)N(CC(O)CN1CCCCC1)c1ccccc1 (stereo not drawn)	-3	-0.1	3	0.6	1	.	0	-8	-5	6
CN(C(=O)CC1C(=O)NCCN1Cc1ccc(F)c(F)c1)C1CCOCC1 (stereo not drawn)	-3	-3.0	-1	-0.8	15	-4	-1	3	-2	12
C=CCn1cc(C(C)=O)c(=O)[nH]c1=O	0	-1.8	-2	0.2	11	-1	-2	6	-2	6.4*
O=C(NCc1cccnc1)c1ccc(S(=O)(=O)N2CCCCCC2)cc1	1	-0.4	6	-0.8	2	9	-18	-18	4	2
CC(C)CNC(=O)c1ccccc1NC(=O)/C=C/c1cccc([N+](=O)[O-])c1	-3	-1.8	-2	1.0	10	-1	1	1	5	-1
CCN(CC)C(=O)C1CCCN(c2ncnc3c2cnn3-c2cccc(C)c2)C1 (stereo not drawn)	0	-2.2	3	1.6	12	-4	-7	-10	-4	-2
CS(=O)(=O)N(Cc1ccccc1)c1ccc(C(=O)NCc2cccnc2)cc1	0	-1.0	4	1.2	6	-2	-2	-10	-8	-3
c1ccc(Nc2nc(N3CCCC3)nc(N3CCOCC3)n2)cc1	-3	1.2	-3	-1.2	-7	-3	0	-28	0	6
CC(=O)N1CCN(C23CC4CC(CC(C4)C2)C3)CC1	0	-2.1	-2	-0.9	10	-4	-16	9	-4	0
Cc1cc(=O)oc2c(C)c3occc3cc12	-2	-1.6	-2	1.7	8	-4	0	8	-1	1
O=C(Oc1ccc2cc(Br)ccc2c1)c1cccnc1	2	1.9	4	-1.0	-11	0	1	9	2	6
CNc1sc(C(=O)c2ccc(F)cc2)c(N)c1-c1nc2ccccc2s1	-4	-2.3	-4	2.4	12	-2	-8	10	5	2
Cc1ccc(-c2csc3ncn(CC(=O)NCC(c4ccco4)N4CCCC4)c(=O)c23)cc1 (stereo not drawn)	-5	-1.3	-3	-0.8	6	.	-12	6	1	-4
CCN1c2ccccc2NC2C1C(C(C)=O)C(=O)N2c1ccc(Cl)cc1 (stereo not drawn)	-8	1.8	4	0.7	-10	-3	-19	-9	13	0
COc1cc(C2CC(c3c(C)cc(C)[nH]c3=O)=NN2c2ccccc2F)cc(OC)c1OC (stereo not drawn)	-16	-1.4	0	-5.0	7	-3	-3	1	3	-2
CC(C)OC(=O)c1cc(-c2ccc(C=O)o2)ccc1Cl	0	1.1	8	0.9	-6	-1	-11	-6	1	-3
COc1cnn(C(C)(C)C)c(=O)c1Cl	-4	-2.5	-1	1.2	14	-3	1	-6	3	1

Screening results from PubChem BioAssay.
